Source: PubChem
NRP1-CendR mod – NRP-1/CendR interaction modulation | O14786 | FAM-RPARPAR peptide binding to NRP-1, fluorescence polarization | inhibition, % at 25 µM | actives 0.85% (n = 360,000);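 active = inhibition or corrected inhibition above about 18%, plus a signal ratio from 0.5 to 1.5, limit read from the data, passing the limit was not always enough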; also: strong numbers were not always called active
SUMO1-SIM PPI – modulators of human SUMO1-mediated protein-protein interactions; actives 0.33% (n = 360,000); inhibition, % at 20 µM; SUMO1 binding to a labelled peptide, TR-FRET, 1 h; AID 602429; P63165; in the data active = inhibition above about 37%
Target sequence (P63165 whole entry, looked up): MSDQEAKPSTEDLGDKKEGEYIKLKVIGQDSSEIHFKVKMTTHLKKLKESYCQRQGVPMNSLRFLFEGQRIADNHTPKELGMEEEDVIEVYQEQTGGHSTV
Scp1 inh – inhibitors of human Scp-1 phosphatase. actives 0.88% (n = 340,000). Recombinant Scp1, phosphopeptide, malachite green phosphate absorbance. inhibition, % at 20 µM. Q9GZU7;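 active = inhibition above about 50% at 20 µM, limit read from the data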;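 also: plate controls were DMSO wells with enzyme for no effect and wells lacking enzyme for full effect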
Target sequence (Q9GZU7 76-261 limits assumed): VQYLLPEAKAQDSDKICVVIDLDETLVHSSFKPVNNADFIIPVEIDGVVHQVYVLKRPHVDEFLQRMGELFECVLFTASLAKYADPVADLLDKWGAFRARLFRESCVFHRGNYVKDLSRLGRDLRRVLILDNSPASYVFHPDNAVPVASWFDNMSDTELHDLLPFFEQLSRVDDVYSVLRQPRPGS
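Test system: SCP-1 phosphatase catalytic domain, residues 76-261; measured by: colorimetric phosphate reagent with accelerator and stabiliser, absorbance at 630 nm; timing: enzyme reaction 45 min at room temperature, colour 5 min, stabilisation 30 min; also added: Phosphorylated 17-residue peptide substrate; compound dosing: one concentration, 20 µM, with 1.0% DMSO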
NadD block – blocks S. aureus nicotinate mononucleotide adenylyltransferase; actives 0.78% (n = 360,000); AID 602399; inhibition, % at 20 µM; purified NadD enzyme, colorimetric absorbance read-out; in the data active = inhibition above about 26%; also: some compounds past the cut are filed as inactive
STEP inh – STEP (human) phosphatase inhibition; inhibition, % at 20 µM; AID 588621; actives 0.25% (n = 360,000); P54829; recombinant STEP, OMFP fluorogenic substrate, fluorescence;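 active = inhibition at 20 µM, scaled per plate between control wells, above about 37%, limit read from the data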;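 also: 0% = DMSO with enzyme and substrate and 100% = substrate only without enzyme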
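System: STEP (striatal-enriched tyrosine phosphatase) enzyme, cell-free; medium: Bis-Tris pH 6.0 buffer with DTT, detergent; dosing: 20 µM, 1% DMSO; times: reaction 20 min, ambient temperature; detection: fluorescence, 480/540 nm; read-out basis: normalized % inhibition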
DNMT1 block – DNMT1 (human) enzyme inhibition | inhibition (reported as % activation of signal), % at 10 µM | actives 0.83% (n = 360,000) | P26358 | AID 588458 | DNMT1 molecular beacon, Hinp1I cleavage, fluorescence; in the data active = inhibition above about 50%
Rpn11 block – Rpn11 (human) deubiquitinase inhibition. human 26S proteasome, Ub4-pepOG fluorescence polarization; 20S core pre-blocked with epoxomicin. actives 0.59% (n = 360,000). calls only at 20 µM;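 active = inhibition at 20 µM, scaled to each plate's controls, above about 33%, limit read from the data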
Target sequence (O00487 whole entry, looked up): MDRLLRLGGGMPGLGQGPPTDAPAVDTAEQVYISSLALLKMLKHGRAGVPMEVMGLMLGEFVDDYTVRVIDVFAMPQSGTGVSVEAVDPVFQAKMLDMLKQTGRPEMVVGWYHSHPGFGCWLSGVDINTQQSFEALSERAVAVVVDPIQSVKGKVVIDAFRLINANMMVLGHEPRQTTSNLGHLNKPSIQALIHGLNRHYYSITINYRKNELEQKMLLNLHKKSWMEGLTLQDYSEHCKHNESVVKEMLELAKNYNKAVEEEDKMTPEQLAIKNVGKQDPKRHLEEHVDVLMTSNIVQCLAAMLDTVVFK
LMPTP block – LMPTP (human) inhibition; inhibition, % at 20 µM; recombinant LMPTP-A, OMFP fluorogenic substrate, fluorescence intensity; actives 0.22% (n = 360,000); P24666; AID 651560;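 active = compounds that cut the enzyme signal by at least half of the control window in the single-dose screen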;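 also: plate controls were DMSO wells with enzyme plus substrate for no effect and substrate without enzyme for full effect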
Target sequence (P24666 whole entry, looked up): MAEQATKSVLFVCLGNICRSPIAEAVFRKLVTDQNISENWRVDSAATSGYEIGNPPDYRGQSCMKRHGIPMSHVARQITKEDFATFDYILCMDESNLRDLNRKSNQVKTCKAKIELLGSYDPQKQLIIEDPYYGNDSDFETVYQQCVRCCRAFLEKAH
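Buffer or medium: Bis-Tris pH 6.0, DTT, detergent; Assay system: LMPTP-A enzyme; Quantity: 0.625 nM enzyme; Detection: endpoint fluorescence intensity; Times: 50 min dark incubation at room temperature; Controls: substrate-only low control, DMSO enzyme-plus-substrate high control; Doses: single 20 µM dose; Read-out: percent inhibition versus substrate-only and uninhibited controls; Reagent: 400 µM OMFP.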
SKN-1 block – blocks SKN-1 activity in C. elegans; actives 0.49% (n = 360,000); AID 624304; C. elegans VP596 Pgst-4::GFP/RFP ratio, acrylamide-induced, 24 h; inhibition, % at 21.8 µM;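 active = interference check ratio from 0.5 to 1.5 plus GFP to RFP signal ratio inhibition reaching or exceeding a fixed threshold, cut at about 30% in these data, passing the limit was not always enough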; also: some compounds called inactive have numbers as strong as hits
MT1-MMP act inh – blocks activation of human MT1-MMP; GFP/RFP ratio change, % at 20 µM; P50281; actives 0.061% (n = 360,000); HT1080 RFP-PRO-GFP cells, GFP/RFP ratio fluorescence, overnight; percent of plate control window, DMSO zero;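 active = GFP/RFP ratio change of at least 30% with cell ATP level not reduced by more than half and red fluorescence within 50% of control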; also: strong numbers were not always called active
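Assay system: HT1080 RFP-PRO-GFP cells. Benchmarks: DMSO vehicle wells and RFP-L50D-GFP reporter cell wells. Times: overnight cell settling, then overnight compound exposure, 37 °C, 5% CO2. Compound: 20 µM single dose, 1% DMSO. Read-out basis: GFP/RFP fluorescence ratio.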
* = called active by the depositor; i = inactive; · = no result given.

SMILES	NRP1-CendR mod	SUMO1-SIM PPI	Scp1 inh	NadD block	STEP inh	DNMT1 block	Rpn11 block	LMPTP block	SKN-1 block	MT1-MMP act inh
COc1ccc(CCNC(=O)CSc2nc(C)nc3sccc23)cc1OC	-19	-1	-14	-4	0	-2	i	-2.1	-7	0
CCC(=O)N1CCc2cc(S(=O)(=O)N(C)c3ccc(Br)cc3)ccc21	-2	3	-3	2	-2	1	i	0.2	15	1
CCOC(=O)CNC(=S)NN(C)C	-6	-1	-6	0	4	1	i	-1.1	7	-1
CCOC(=O)c1cc(-c2ccc(C)cc2)n(CCC(=O)NC(C)CC)c1C (stereo not drawn)	-7	2	-11	1	1	-7	i	-0.2	-1	0
CN(C)CCNS(=O)(=O)c1ccc(N2CCc3ccccc32)c([N+](=O)[O-])c1	1	-56	-8	-5	2	-2	i	1.4	22	10
Cc1cc(S(=O)(=O)NCc2ccc(N3CCN(C)CC3)cc2)c(C)s1	4	3	-3	6	-1	1	i	-0.4	16	1
C=CCn1c(SCC(=O)c2c(N)n(C)c(=O)n(C)c2=O)nnc1-c1ccncc1	-5	0	-4	2	0	-1	i	-0.6	0	10
O=C(NCCOCCOCCNC(=O)c1cccnc1)c1cccnc1	9	3	-2	3	0	1	i	-0.9	4	-1
O=C(Nc1ccc(OCC(F)(F)C(F)F)c(C(F)(F)F)c1)c1ccc(Cl)cc1	-13	-3	-2	-8	1	-10	i	6.4	32	-46
O=C1OCCN1C(=O)[C@H]1[C@H](c2ccccc2)C(c2ccccc2)=NN1c1ccccc1	-7	-22	-1	0	0	-15	i	1.5	-7	0
O=C(c1cc2nc(-c3ccco3)cc(C(F)(F)F)n2n1)N1CCN(c2ccccn2)CC1	-15	-9	-5	5	-2	-4	i	2.1	15	10
CCn1cc(CCC(=O)NCc2ccc(F)cc2)c2ccccc21	19	-1	-14	-6	1	1	i	0.3	22	2

The closing six records of the part before open the next one:
SMILES	NRP1-CendR mod	SUMO1-SIM PPI	Scp1 inh	NadD block	STEP inh	DNMT1 block	Rpn11 block	LMPTP block	SKN-1 block	MT1-MMP act inh
C=CCn1c(SCC(=O)c2c(N)n(C)c(=O)n(C)c2=O)nnc1-c1ccncc1	-5	0	-4	2	0	-1	i	-0.6	0	10
O=C(NCCOCCOCCNC(=O)c1cccnc1)c1cccnc1	9	3	-2	3	0	1	i	-0.9	4	-1
O=C(Nc1ccc(OCC(F)(F)C(F)F)c(C(F)(F)F)c1)c1ccc(Cl)cc1	-13	-3	-2	-8	1	-10	i	6.4	32	-46
O=C1OCCN1C(=O)[C@H]1[C@H](c2ccccc2)C(c2ccccc2)=NN1c1ccccc1	-7	-22	-1	0	0	-15	i	1.5	-7	0
O=C(c1cc2nc(-c3ccco3)cc(C(F)(F)F)n2n1)N1CCN(c2ccccn2)CC1	-15	-9	-5	5	-2	-4	i	2.1	15	10
CCn1cc(CCC(=O)NCc2ccc(F)cc2)c2ccccc21	19	-1	-14	-6	1	1	i	0.3	22	2
COc1ccc2c(c1)C(=O)N(c1ccc(C)cc1)C(=O)C2	-15	-1	-8	-2	5	-6	i	0.1	-22	3
CSc1ccccc1NC(=O)C1(C)CCN1C(=O)Cc1ccc(-c2ccccc2)cc1 (stereo not drawn)	4	0	·	0	4	-3	i	6.8	-9	-3
COc1ccc(NC(=S)N2CCN(S(C)(=O)=O)CC2)cc1	-3	6	-2	0	6	-2	i	1.7	9	2
c1cc(Nc2ncnc3sc4c(c23)CCC4)ccn1	6	0	-5	-2	1	1	i	-0.4	-11	-2
CC1=C(C(=O)Nc2ccccc2)C(c2cccs2)C(C#N)=C(SCC#N)N1 (stereo not drawn)	-33	7	-6	9	1	-17	i	-0.3	-15	-20
CC(Sc1nnc(-c2cccs2)n1-c1ccccc1)C(=O)NCc1ccco1 (stereo not drawn)	-9	-1	-4	-4	3	-5	i	-1.9	6	-7
O=C(CN1CCN(S(=O)(=O)c2ccc(Br)cc2)CC1)N/N=C/c1ccncc1	-16	-7	-9	0	0	1	i	-0.7	0	4
CCN(C(=O)CSc1nc2cc(C(=O)O)ccc2c(=O)n1-c1ccccc1F)C1CCS(=O)(=O)C1 (stereo not drawn)	-1	0	-7	1	0	2	i	-1.8	6	0
OCCNCCCCOc1ccccc1F	3	-1	0	-7	0	-4	i	-0.1	-11	3
CC(C)C(NC(=O)c1ccc(Cl)c([N+](=O)[O-])c1)C(=O)NCc1ccccn1 (stereo not drawn)	-1	-12	-10	-3	3	3	i	-1.1	18	-2
Cc1ccc(S(=O)(=O)N2C(=O)[C@@H]3Cc4ccccc4CN3C2=O)cc1	-5	2	-3	-2	2	0	i	-1.3	-4	10
COC(=O)c1ccc(/C=C2/SC(=S)N(CCC(=O)N3CCOCC3)C2=O)cc1	-5	-14	-3	-3	3	-5	i	0.8	3	9
O=C(CCn1c(=O)sc2ccccc21)Nc1ccon1	-4	0	-3	-6	0	1	i	-1.6	10	7
Cc1ccc(S(=O)(=O)NC(C)C(=O)N2CCOCCOCCOCC2)cc1 (stereo not drawn)	-2	1	-5	0	3	1	i	-1.1	15	0
Cc1cc2c(cc1S(=O)(=O)NC1CCCCC1C)OCC(=O)N2 (stereo not drawn)	40*	-5	0	-2	1	-2	i	-0.4	-5	4
O=c1c2ccccc2nnn1CSc1nc2ccccc2c(=O)n1CCCO	2	-13	-12	4	1	0	i	0.3	0	1
Cc1ccc(N2C(=O)C3C4CCC(O4)C3C2=O)c(OC(F)F)c1 (stereo not drawn)	-14	1	0	-1	-3	5	i	-0.1	-6	-2
COc1ccccc1CNC(=O)N[C@@H](Cc1ccccc1)C(=O)O	3	10	9	-4	-1	2	i	1.5	-3	3
Brc1ccc(-c2csc(N3CCOCC3)n2)cc1	1	-4	-1	-2	9	-1	i	1.4	23	1
O=C(COc1ccccc1[N+](=O)[O-])N/N=C/c1cccs1	-1	-14	-5	0	-1	3	i	-1.5	-3	3
CC(C)c1nnc(NC(=O)C2CCN(S(=O)(=O)c3ccc(-n4cnnn4)cc3)CC2)s1	-4	4	-8	10	0	4	i	0.6	3	-1
FC(F)(F)c1nnc2sc(-c3ccco3)nn12	4	2	-9	7	-1	5	i	-1.7	-15	-1
Cc1ccc(S(=O)(=O)N2CCN(C(=O)CN3CCOCC3)C2)cc1	14	-2	3	-3	2	-2	i	-2.1	4	0
COc1ccc(C(CCNCc2ccc(OC)c(OC)c2)c2ccc(F)cc2)cc1 (stereo not drawn)	-4	3	-7	-14	-2	10	i	0.1	5	3
Cc1ccc(-c2nnc(N3CCN(C(=O)CN4CCOCC4)CC3)c3ccccc23)cc1	-2	-4	-7	13	-1	-4	i	0.3	-5	-1
C/C(CC(=O)Nc1ccc([N+](=O)[O-])cc1)=N\NC(=O)c1ccccc1O	1	13	-6	3	1	-3	i	-0.6	5	6
O=C1c2ccccc2-c2nnc(-c3ccc(O)cc3)cc21	-1	-21	-4	-3	-3	-6	i	-0.3	6	4
O=C(O)Cn1cc(/C=N/Nc2ccc([N+](=O)[O-])cn2)c2ccccc21	-57	-28	-3	-1	2	2	i	3.5	18	-1
CCc1ccc(-c2cc(C)no2)cc1S(=O)(=O)N1CCN(C(=O)c2ccco2)CC1	-3	2	5	1	0	-2	i	-1.1	-2	-1
COc1ccc2nc(NC(=O)c3ccco3)sc2c1	0	3	-1	-4	0	2	i	-1.0	4	7
CC(NC(=O)COc1ccc(-c2ccccc2)cc1)C1CCCO1 (stereo not drawn)	-2	1	-2	-4	-1	-2	i	0.5	5	1
NC(=O)COn1c(SCC(N)=O)nc2ccccc2c1=O	10	2	-7	-8	-2	-1	i	-0.2	12	-1
Cc1ccccc1S(=O)(=O)Cc1ccc(C(=O)N2CCN(c3ncccn3)CC2)o1	11	-1	-15	-5	-7	1	i	-0.1	-11	-1
COc1ccc(NS(=O)(=O)c2cccc(C(=O)NNC(=O)CNC(=O)c3ccc(C)cc3)c2)cc1	-13	1	-5	-1	4	1	i	-1.8	-4	1
O=c1[nH]c(CN2CCN(S(=O)(=O)/C=C/c3ccccc3)CC2)nc2ccccc12	-12	6	-9	-1	4	2	i	-0.9	0	-5
COc1cccc(N(CC(=O)N2CCN(C)CC2)S(=O)(=O)c2ccccc2)c1	5	0	-5	-1	2	-1	i	-0.5	-2	-3
CCn1c(SCC(=O)N2CCCc3ccccc32)nnc1-c1ccoc1C	10	-2	1	1	0	-1	i	0.3	-30	4
O=C(O)CCNS(=O)(=O)c1ccccc1	-1	-1	-2	0	0	2	i	-2.4	8	8
Cc1oc2ccc(OS(C)(=O)=O)cc2c1C(=O)OC(C)C	1	1	-6	-4	-2	1	i	0.2	9	1
COc1ccc(CN2C(=O)c3ccccc3C2C(=O)NC2CCCC(C)C2C)c(OC)c1 (stereo not drawn)	0	-2	-2	-4	1	1	i	1.0	3	-4
COc1ccc(N2C(=O)CSC2c2ccc(F)c(F)c2)cc1 (stereo not drawn)	8	6	-5	-1	-2	-1	i	0.5	12	-3
CC(=O)c1c(C)[nH]c(C(=O)C(C)Sc2nnc(NC3CC3)s2)c1C (stereo not drawn)	12	0	0	5	-2	7	i	0.0	-17	-2
CCOC(=O)C1(Cc2ccccc2C)CCCN(C(=O)c2ccoc2)C1 (stereo not drawn)	14	-2	0	-2	0	1	i	1.2	-26	-5
O=S1(=O)C=CC(Nc2ccccc2)C1 (stereo not drawn)	20	0	-9	0	0	3	i	-0.6	-19	2
CCOC(=O)CSc1n[nH]c(-c2cccnc2)n1	-2	3	-4	-5	-1	0	i	-0.9	-16	2
Oc1cccc(/C=N/n2c(C3CCCCC3)n[nH]c2=S)c1	-5	-3	0	1	2	-1	i	0.3	0	-7
O=C(O)c1ccc(CNC(=O)c2ccc(C(F)(F)F)cc2)cc1	0	-2	-5	1	-2	-5	i	-0.5	-3	2
Cc1onc(-c2ccccc2Cl)c1C(=O)OCC(=O)c1c(N)n(C)c(=O)n(C)c1=O	-9	1	-4	3	-1	0	i	-0.3	4	-4
Cc1ccccc1-c1nnn(CC(=O)Nc2ccc3c(c2)OCO3)n1	12	1	-9	-3	3	-3	i	1.7	3	-2
O=C(C1CC1)N1CCc2cc(Br)cc(S(=O)(=O)NCc3ccco3)c21	4	2	-7	-6	-2	-1	i	-3.3	-16	2
